# Vif-A3G inh = inhibitors of Vif-APOBEC3G interaction; HeLa A3G-eYFP + Vif (tagged APOBEC3G with the HIV-1 protein that degrades it), YFP fluorescence, overnight; Potency, µM (series often up to 46.1 µM), without a hit: at the highest dose activity, negative = active, most hits filed as inhibitors; actives 0.076% (n = 410,000); AID 602310;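 also: potency is read from the fitted curve at half-maximal effect; % is scaled to controls: 0 for no effect and ±100 for the full control effect; nearly all actives have a fitted effect of over 60% in size; hits raise eYFP signal because A3G escapes Vif-driven loss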
# Target sequence (Q9HC16 whole entry, looked up): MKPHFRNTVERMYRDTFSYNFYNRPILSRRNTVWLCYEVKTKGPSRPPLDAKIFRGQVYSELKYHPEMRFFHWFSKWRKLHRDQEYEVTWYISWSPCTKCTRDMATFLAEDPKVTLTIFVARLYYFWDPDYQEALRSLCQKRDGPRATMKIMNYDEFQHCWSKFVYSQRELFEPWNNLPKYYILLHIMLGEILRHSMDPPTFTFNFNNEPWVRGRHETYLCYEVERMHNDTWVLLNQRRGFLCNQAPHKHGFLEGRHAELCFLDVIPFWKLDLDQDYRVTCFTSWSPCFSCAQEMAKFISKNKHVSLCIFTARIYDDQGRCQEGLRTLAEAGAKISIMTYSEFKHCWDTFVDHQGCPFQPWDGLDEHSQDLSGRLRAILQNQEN
#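 HeLa cells stably expressing Vif and C-terminally eYFP-tagged A3G, seeded overnight at 37 deg C, then exposed to compound by pintool overnight at 37 deg C. Rise in yellow fluorescence (Ex 488/Em 500-530, Acumen) marks blocked Vif-driven A3G degradation.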
# Vif-APOBEC3F blk = Vif-A3F binding inhibition; HeLa A3F-eYFP + Vif (tagged APOBEC3F with the HIV-1 protein that degrades it), YFP fluorescence increase; Potency, µM (doses to about 46.1 µM), inactives show top-dose activity, negative = active; actives 0.2% (n = 390,000); also: potency is read from the fitted curve at half-maximal effect; % of control where 0% means no effect; nearly all actives have a fitted effect of over 65% in size
#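 Fluorescence increase (Ex 488/Em 500-530) after overnight compound treatment at 37 deg C flags inhibition of Vif-driven A3F-eYFP loss in stable HeLa A3F-eYFP/Vif cells seeded overnight beforehand.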
# LDHA inh = blocks human lactate dehydrogenase A. P00338. activity change, % (values are at about 110 or 230 µM). actives 0.15% (n = 480,000). AID 1347041. purified LDHA, NADH/diaphorase-resazurin fluorescence; stronger effect = lower value; in the data active = activity change below about -30%; inconclusive = mostly about -25% to -30%;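 also: plate controls were DMSO wells for no effect and wells without enzyme for full effect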
#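 Enzyme activity of human lactate dehydrogenase 5 (2 nM; 0.06 mM NADH, 0.2 mM pyruvate, 5 min, RT) is measured via a resazurin/diaphorase fluorescence readout of residual NADH.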
# Glioma ERSR ind = ER stress response induction in glioma. Potency, µM, inactives show top-dose activation, actives largely listed as activators. U87-MG GRP78 promoter luciferase reporter, 16 h. actives 0.02% (n = 420,000); also: potency is read from the fitted curve at half-maximal effect; series mostly up to about 76 µM; % of control where 0% means no effect; nearly all actives have a fitted effect of over 35% in size
#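 Stably transfected U87-MG glioma cells carrying a GRP78-based luciferase sensor; 16 h compound incubation. Luminescence end-point read 10 min after Bright-Glo addition at room temperature.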
# RGS4 inh = inhibitors of human regulator of G protein signaling 4; P49798; Transcreener GDP fluorescence polarization, RGS4-accelerated GTP hydrolysis; Potency, µM (top dose mostly 114 µM), for inactives: top-dose activity change, negative = inhibition, most hits filed as inhibitors; actives 0.039% (n = 390,000); AID 504845; also: potency is read from the fitted curve at half-maximal effect; % is scaled to controls: 0 for no effect and ±100 for the full control effect; nearly all actives have a fitted effect of over 75% in size; some results filed as inactive show a strong effect at the top dose
# Target sequence (P49798 whole entry, looked up): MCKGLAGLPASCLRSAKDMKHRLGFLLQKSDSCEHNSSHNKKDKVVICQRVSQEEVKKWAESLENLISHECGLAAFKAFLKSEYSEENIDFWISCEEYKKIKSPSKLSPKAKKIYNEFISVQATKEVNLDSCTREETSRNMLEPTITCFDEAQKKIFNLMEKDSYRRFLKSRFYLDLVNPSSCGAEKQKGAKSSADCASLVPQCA
#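 MLSMR compounds (23 nl, pin-transferred) preincubated 10 min at room temperature with a 500nM (2x) first reagent, then RGS4 at 900nM (2x) plus Transcreener GDP mix added; fluorescence polarization (620/688 nm) read before and after 90 min at 30 °C.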
# 12-LOX inh = ALOX12 (human) lipoxygenase inhibition; purified 12hLO, xylenol orange hydroperoxide absorbance; Potency, µM (top dose mostly 108 µM), for inactives: at the top dose activity change, negative = inhibition, hits mostly inhibitors; actives 1.1% (n = 580,000); also: potency is read from the fitted curve at half-maximal effect; % is scaled to controls: 0 for no effect and ±100 for the full control effect
#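 Purified human 12hLO at 150 nM in 25 mM Hepes, 0.01% Triton X-100, pH 7.0, preincubated 15 min at room temperature with compound. Reaction started with 40 uM arachidonic acid, 30 min at room temperature. Hydroperoxide measured by Fe-xylenol orange, 573/405 nm absorbance ratio.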
# D2 agonist = agonists of human D2 dopamine receptor; P14416; HEK293 T-REx D2 cells, calcium flux agonist mode; activation, % at 2 µM; actives 0.53% (n = 340,000); AID 485358;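 active = activation over 3 SD above normal in the single-dose calcium agonist read, cut at about 30% in these data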; also: 0% is about no effect
# Target sequence (P14416 whole entry, looked up): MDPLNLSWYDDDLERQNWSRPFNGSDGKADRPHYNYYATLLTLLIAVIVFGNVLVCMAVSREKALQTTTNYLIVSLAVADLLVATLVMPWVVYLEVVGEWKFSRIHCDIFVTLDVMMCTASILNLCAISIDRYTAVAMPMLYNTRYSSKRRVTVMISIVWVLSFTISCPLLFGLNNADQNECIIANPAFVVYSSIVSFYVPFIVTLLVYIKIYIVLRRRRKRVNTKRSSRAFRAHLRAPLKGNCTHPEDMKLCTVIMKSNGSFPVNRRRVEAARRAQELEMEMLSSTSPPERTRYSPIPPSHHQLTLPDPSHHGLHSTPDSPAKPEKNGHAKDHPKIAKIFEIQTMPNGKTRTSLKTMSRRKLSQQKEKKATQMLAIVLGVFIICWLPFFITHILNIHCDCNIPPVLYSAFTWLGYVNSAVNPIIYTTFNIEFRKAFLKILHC
#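 Agonism scored from kinetic calcium signal (1 read/sec, 180 s) following compound pin transfer, after a 10 s baseline. Cells: HEK293 Trex line expressing inducible D2 receptor coupled to calcium, dye-loaded after overnight culture at 30 C.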
# D2 antag = antagonists of human D2 dopamine receptor; P14416; HEK293 TREx D2 cells, calcium flux, dopamine EC80; inhibition, % at 10 µM; actives 2% (n = 340,000); AID 485344; in the data active = inhibition above about 30%; also: 0% is about no effect
#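 Antagonism is scored as inhibition of an EC80 dopamine-evoked calcium signal in a force-coupled, tetracycline-inducible HEK293 T-REx D2 line, with compound present 180 s before agonist.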
# ERG Ets-DNA blk = ERG Ets/DNA interaction inhibition. Potency, µM (doses to about 76.9 µM), for inactives: top-dose FP activity, negative = inhibition, usual class: inhibitors. actives 0.028% (n = 370,000). fluorescence polarization, His-ERG Ets domain / labelled DNA. AID 624246; active = well fitted inhibition curve with a large enough effect in the polarisation, with a control signal flat; inconclusive = small, poorly fitted or top-dose-only effect, or effect the other way, or a change in a side signal; inactive = no such curve, though single readings can be large or run the other way; the % refers to the polarisation;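 also: polarization taken with two DNA probes labelled with fluorescein and Texas red; potency is read from the fitted curve at half-maximal effect; % of control where 0% means no effect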
#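 His-tagged ERG Ets domain (1 uM in the protein solution; 300mM KCl, 50mM Tris-HCl, 1mM EDTA, 1mM DTT, pH 7.5) received compound, then a probe mix of 5 nM fluorescein-DNA and 100nM Texas-615-DNA. Fluorescence polarization was read for both dyes.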
# Active calls of the source: *; i = inactive; ? = inconclusive; nt = no result given; [ ] = dose if it differs, or a comment. Unless noted, calls follow the shape of the dose curve; as a rule, active = well fitted curve in the direction sought with a large enough effect; inconclusive = small, poorly fitted or top-dose-only effect, or another doubt; inactive = no such curve, though single readings can be large; an effect the other way counts as inactive or inconclusive. Some of the compounds tested, so the mix of outcomes need not match the whole.
nr	SMILES	Vif-A3G inh	Vif-APOBEC3F blk	LDHA inh	Glioma ERSR ind	RGS4 inh	12-LOX inh	D2 agonist	D2 antag	ERG Ets-DNA blk
1	Cc1cc(C(F)F)n2nc(C(=O)Nc3ccc(F)c(Cl)c3)nc2n1	-4%	-5%	0	-4%	7%	?	1.1	nt	10%
2	Cc1ccc(-n2c(SCC(=O)N(C)C)nnc2-c2ccco2)cc1	1%	-2%	-9	-3%	24%	36%[activator]	-0.8	3	4%
3	CC(NC(=O)COC(=O)c1ccccc1O)c1ccccc1 (configuration not stated)	-1%	-2%	-5	-3%	nt	-21%	nt	nt	nt
4	COc1ccc(Cl)cc1NC(=O)Cn1c(=O)n(-c2ccc(C)cc2)c(=O)c2ccc(C(=O)NCc3ccccc3Cl)cc21	-5%	-21%	-2	-1%	9%	?	-0.2	nt	-12%
5	NC(=O)c1ccccc1N=Cc1ccccn1	0%	-1%	0	-3%	24%	5%	0.1	-1	-10%
6	NC(=O)c1ccccc1NC(=O)/C=C/c1ccc(Cl)cc1	-4%	-17%	-5	5%	20%	4%	0.4	-32	-1%
7	CCNC(=O)NC(=O)CSc1ccccc1F	1%	-6%	-2	-2%	-4%	35%[activator]	0.5	-4	16%
8	O=C1c2nc3ccccn3c2C(=O)N1Cc1ccccc1	0%	-3%	2	-3%	-25%	-1%[57.4 µM]	-0.5	-5	nt
9	c1ccc(-c2csc3ncnc(N4CCc5ccccc5C4)c23)cc1	1%	13%	-1	-6%	-19%	12%	11	26	nt
10	COc1ccc(CNC(=O)c2c(Nc3ccccc3C)sc(C(=O)c3ccccc3)c2N)cc1	-9%	1%	4	?	4%	-1%	nt	nt	2%
11	COc1ccccc1C(=O)NCCCNc1ccc([N+](=O)[O-])cc1	2%	2%	-8	1%	-4%	-17%	-1.1	-8	-4%
12	COC(=O)C(NC(=O)c1c(C)nn(C)c1Cl)c1ccccc1 (configuration not stated)	7%	4%	-5	-4%	-13%	10%	0.6	-2	0%
13	COc1ccc(CCC(C)N2CCC(Oc3ccc(C(=O)N4CCCC4)cc3)CC2)cc1 (configuration not stated)	0%	9%	-1	-2%	-14%	-26%	0.1	30*	5%
14	O=C(NCC(c1ccco1)N1CCN(c2ccc(F)cc2)CC1)C(=O)NC1CC1 (configuration not stated)	1%	-5%	-6	-4%	14%	1%	0.4	14	1%
15	CCOc1ncccc1C(=O)Nc1ccc(S(=O)(=O)Nc2cc(C)nc(C)n2)cc1	1%	5%	1	-3%	-27%	-17%	nt	nt	-6%
16	Cc1ccc(-n2c(=O)c3c(cnn3C)n(CC(=O)Nc3cccc(C)c3)c2=O)cc1	-1%	6%	-2	0%	22%	2%	-0.6	nt	0%
17	COc1ccccc1NC(=O)Cc1nnc(SCC(=O)c2ccccc2)n1C	-10%	-5%	-3	-3%	16%	-2%	-0.1	2	4%
18	CC(CCc1ccccc1)NC(=O)CNc1cccc([N+](=O)[O-])c1 (configuration not stated)	-1%	14%	-4	-4%	-5%	1%	-0.1	9	12%
19	c1ccc(-c2nnc(CN3CCC4(CC3)OCCO4)o2)cc1	0%	0%	0	-1%	-4%	2%	1.2	12	5%
20	COc1ccc(C(=O)NCC(c2cccnc2)N2CCN(c3ccccc3)CC2)cc1OC (configuration not stated)	2%	0%	-8	-4%	-2%	23%	9.3	-3	4%
21	N#CCCn1ncn(-c2ccccc2)c1=S	3%	4%	-6	0%	23%	-7%	-0.5	10	-5%
22	Cc1cc(C)c(C#N)c(Nc2ccc(F)cc2)n1	2%	-2%	-3	-3%	3%	?	-0.6	9	-4%
23	COc1ccc(Cc2c(O)nc(SCC(=O)N3CCOCC3)[nH]c2=O)cc1	1%	?	-2	4%	3%	10%	-0.3	-1	-2%
24	COc1ccc(C(=O)NCC(=O)OCCOc2ccc(Cl)cc2)cc1OC	0%	5%	-10	15%	13%	-1%	nt	nt	0%
25	CCCC1=NN(c2ccc([N+](=O)[O-])cc2)C(=O)/C1=C\N(C)C	-3%	13%	-4	0%	?	45µM*	-1.0	-3	-13%
26	CCC(=O)N1CCc2cc(OC)c(OC)cc2C1COc1ccc(OC)cc1 (configuration not stated)	2%	3%	-3	-4%	-9%	2%	-0.5	-14	16%
27	CC12CCC(=O)C=C1CCC1C2C(O)CC2(C)C1CCC2(O)C(=O)COC(=O)COCC(=O)O (configuration not stated)	1%	-17%	-5	-2%	18%	-1%	nt	nt	5%
28	COc1ccccc1Nc1c2ccccc2nc2ccccc12	-2%	?	-4	-4%	2%	-4%	1.8	-5	-13%
29	CCOC(=O)Cc1csc(NC(=O)COc2ccc(C)cc2)n1	-3%	-7%	5	-3%	-6%	-2%	0.5	-13	4%
30	CCCCOc1ccc(N2C(=O)CC(N(CCc3ccccc3)C(=O)/C=C/C(=O)O)C2=O)cc1 (configuration not stated)	-1%	-14%	-4	-1%	-15%	-6%	-0.2	6	7%

# Quoted at random: three entries already listed
nr	SMILES	Vif-A3G inh	Vif-APOBEC3F blk	LDHA inh	Glioma ERSR ind	RGS4 inh	12-LOX inh	D2 agonist	D2 antag	ERG Ets-DNA blk
11	COc1ccccc1C(=O)NCCCNc1ccc([N+](=O)[O-])cc1	2%	2%	-8	1%	-4%	-17%	-1.1	-8	-4%
22	Cc1cc(C)c(C#N)c(Nc2ccc(F)cc2)n1	2%	-2%	-3	-3%	3%	?	-0.6	9	-4%
28	COc1ccccc1Nc1c2ccccc2nc2ccccc12	-2%	?	-4	-4%	2%	-4%	1.8	-5	-13%

# Going on with the list.
nr	SMILES	Vif-A3G inh	Vif-APOBEC3F blk	LDHA inh	Glioma ERSR ind	RGS4 inh	12-LOX inh	D2 agonist	D2 antag	ERG Ets-DNA blk
31	N#Cc1nc(-c2ccc(Cl)cc2)oc1N1CCCCC1	-5%	-1%	-6	4%	7%	3%	-0.3	3	-2%
32	CC(=O)Nc1ccc(SCC(=O)Nc2sccc2C#N)cc1	1%	-10%	-7	4%	-23%	-15%	nt	nt	-1%
33	CCCC(=O)N(CCN1CCOCC1)c1nc2cc(C)c(C)cc2s1	1%	0%	-1	-5%	-2%	-3%	2.5	-18	5%
34	COc1ccc(NC(=O)NCc2cccnc2)cc1	0%	-7%	-4	-3%	-11%	-21%	-1.1	-2	-11%
35	O=C(NCCc1cccs1)C1CC(c2ccccc2F)=NO1 (configuration not stated)	4%	1%	-2	2%	23%	-12%	-0.3	7	-10%
36	COc1ccc(OC)c(-n2cc3c(=O)n(C)c(=O)n(C)c3c2)c1	?	0%	21	-3%	-18%	0%	0.3	-14	1%
37	Cn1nccc1-c1coc2c(C(=O)N3CCOCC3)cccc12	1%	nt	-2	-1%	nt	?	nt	nt	nt
38	COc1ccc(-c2cn(CCC(=O)NCc3ccc(C)cc3)c(CCN)n2)cc1	-2%	3%	-9	-1%	-1%	9%	0.4	-11	-9%
39	COc1cccc(CNC(=O)c2cc3c(=O)n(Cc4cccnc4)ccc3nc2C)c1	1%	-1%	0	-3%	-30%	7%	-0.8	nt	5%
40	COc1ccccc1CN1C(=O)CN(C2CCCC2)C(=O)C1c1ccc(F)cc1 (configuration not stated)	-1%	-4%	-4	-1%	40%	-14%	0.0	-10	0%
41	COc1ccccc1NC(=O)N(C)C[C@H]1Oc2ncc(C#CCN(C)C)cc2C(=O)N([C@H](C)CO)C[C@H]1C	0%	-15%	-9	-3%	nt	nt	nt	nt	nt
42	O=C(CNC(=O)Cc1ccccc1)NCC(=O)N1CCCCC1	0%	-6%	-12	-2%	-3%	5%	-0.4	-6	-3%
43	CN1CCN(S(=O)(=O)c2cnccc2N2CCN(c3cccc(Cl)c3)CC2)CC1	-4%	-8%	-3	-3%	10%	17%	-1.6	-1	6%
44	CC(=O)c1ccc2c(c1)CC1(C2)Cc2cc3c(cc2C1)C(=O)CC3 (configuration not stated)	?	-19%	-6	-3%	-15%	8%	nt	nt	nt
45	COc1ccc(N2CCN(S(=O)(=O)c3cccs3)CC2)cc1	1%	1%	-3	0%	-24%	3%	0.6	1	3%
46	O=S(=O)(c1ccc(SCc2ccc(Br)cc2)nc1)N1CCOCC1	-8%	4%	0	-6%	-38%	i	-0.3	-7	28%
47	Cn1ccnc1Sc1cc(Cl)ccc1[N+](=O)[O-]	0%	8%	-5	1%	23%	-10%	3.1	22	10%
48	COC(=O)c1ccc(Oc2nc3c(c(=O)n(C)c(=O)n3C)n2Cc2ccc(Cl)c(Cl)c2)cc1	3%	0%	-4	0%	-9%	-21%	-3.6	nt	2%
49	N#Cc1cc([N+](=O)[O-])cnc1N(CCO)CCO	1%	-9%	2	0%	6%	-27%	nt	nt	-3%
50	COc1ccc(N2CCN(C(=O)c3oc4ccccc4c3NC(=O)Cc3cccc(OC)c3)CC2)cc1	1%	-13%	-1	-4%	-25%	-3%	3.1	-8	-1%
51	CC1=C(c2ccc(Cl)cc2)S(=O)(=O)NC1=NCc1ccc(C)cc1	1%	0%	-4	3%	11%	?	-1.4	nt	-4%
52	COc1cc2c(cc1NC(=S)NC(=O)/C=C/c1ccc(OC)c(OC)c1)oc1ccccc12	-4%	-3%	0	6%	-9%	-3%	-0.6	5	9%
53	CCCCCC1CC(=O)C=C(C)C1C(=O)OC (configuration not stated)	1%	-3%	-2	2%	-4%	0%	0.7	9	-25%
54	O=C(Nc1nnc(-c2ccc3c(c2)CCCC3)o1)C1COc2ccccc2O1 (configuration not stated)	-2%	-4%	-9	2%	2%	18%	1.2	-13	2%
